# Screens from PubChem.
# PKA-R1A act – PKA-R1A complex activation | activation, % at 11.4 µM | P00514+P68181 | PKA-R1A dissociation, Cy5-IP20 fluorescence polarization; scaled: DMSO 0%, 113 µM cGMP 100% | hit rate 0.083% among 340,000;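 active means percent activation above the mean of all tested compounds plus 3 SD, cut at about 19% in these data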;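 further: higher means more PKAc released from R1A so a rise in polarization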
# DAGLB inhibitor – blocks human DAGLB lipase activity. HEK293T DAGLB membrane lysate, EnzChek fluorogenic substrate. Q8NCG7. hit rate 0.059% among 340,000. inhibition, % at 5.17 µM; in the data active means inhibition above about 34%;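 further: 0% = enzyme with vehicle and 100% = wells lacking enzyme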
# Pemphigus Ab inh – inhibitors of pemphigus antibody binding to human desmoglein-3 | P32926 | DSG3-coupled beads, scFv-anti-DSG3-GFP binding, flow cytometry; active compounds read low | binding (percent of control), % at 10 µM | hit rate 0.48% among 310,000 | AID 588358;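 active means binding more than 3 SD below its plate's average and above zero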;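 further: hits lower antibody fragment binding to DSG3; some compounds called inactive have numbers as strong as hits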
# Target sequence (P32926 whole entry, looked up, the tested form may be a part): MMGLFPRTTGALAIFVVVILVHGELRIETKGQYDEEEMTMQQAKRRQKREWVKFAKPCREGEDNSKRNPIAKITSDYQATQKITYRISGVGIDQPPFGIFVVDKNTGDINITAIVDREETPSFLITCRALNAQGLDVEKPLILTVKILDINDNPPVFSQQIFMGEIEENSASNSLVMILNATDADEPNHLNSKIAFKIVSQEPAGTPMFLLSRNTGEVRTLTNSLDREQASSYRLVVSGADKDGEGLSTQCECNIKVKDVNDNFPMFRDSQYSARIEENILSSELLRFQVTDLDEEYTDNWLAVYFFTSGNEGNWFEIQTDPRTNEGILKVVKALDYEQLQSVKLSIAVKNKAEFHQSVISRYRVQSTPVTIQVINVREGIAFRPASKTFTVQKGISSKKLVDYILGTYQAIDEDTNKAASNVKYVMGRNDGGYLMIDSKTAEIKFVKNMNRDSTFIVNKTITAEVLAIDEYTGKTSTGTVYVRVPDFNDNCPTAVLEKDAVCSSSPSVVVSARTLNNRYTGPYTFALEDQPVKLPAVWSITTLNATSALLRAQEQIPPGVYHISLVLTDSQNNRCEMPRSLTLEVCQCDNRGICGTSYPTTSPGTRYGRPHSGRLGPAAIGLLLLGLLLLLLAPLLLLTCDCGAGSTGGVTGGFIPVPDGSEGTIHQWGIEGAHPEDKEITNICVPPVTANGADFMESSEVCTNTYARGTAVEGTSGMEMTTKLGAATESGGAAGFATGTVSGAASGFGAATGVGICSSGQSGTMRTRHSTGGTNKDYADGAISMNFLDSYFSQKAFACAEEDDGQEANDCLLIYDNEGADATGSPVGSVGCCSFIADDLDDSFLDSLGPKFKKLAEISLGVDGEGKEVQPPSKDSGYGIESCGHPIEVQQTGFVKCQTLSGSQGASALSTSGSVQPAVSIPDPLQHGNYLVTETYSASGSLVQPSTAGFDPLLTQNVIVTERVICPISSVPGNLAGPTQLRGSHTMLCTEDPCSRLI
# Arr AP2 block – inhibitors of human beta-arrestin and AP2 interaction; FITC-arrestin peptide / GST-AP2 beads, flow cytometry; AP2 beta2 appendage carries R879A mutation; inhibition, % at 10 µM; hit rate 0.31% among 340,000; AID 504490;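 active means inhibition above a set limit, near 3 SD of compounds lacking own fluorescence, cut at about 54% in these data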;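 further: plate controls were DMSO wells for no effect and 5 µM unlabelled arrestin peptide for full effect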
#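 system = GST-tagged AP2 beta2-adaptin appendage (R879A) on 4 µm glutathione beads | reagent = FITC-labelled arrestin peptide probe, 50 nM final | schedule = compound with beads 12 min RT, then probe 1 h RT | signal = HyperCyt-sampled flow cytometry, FL1 channel, ex 488/em 535 nm | read-out = percent response from loss of bead-bound FITC fluorescence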
# HTR5A ag – HTR5A agonism, opioid heterodimer counter-screen | P47898 | HTR5A agonist assay, luminescence, cell-based | activation, % at 9.3 µM | hit rate 0.61% among 340,000 | AID 504692; in the data active means activation mostly above about 9.5%, no sharp cut-off; inactive means mostly below about 7.6%;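 further: 0% = cells with vehicle only and 100% = reference agonist; strong numbers were not always called active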
# PKA-R2B activ – activates the human PKA-R2B holoenzyme complex | P22694+P31323 | PKA-R2B holoenzyme dissociation, Cy5-IP20 fluorescence polarization; R2B truncated from residue 108, S112A mutant; 0% DMSO only, 100% 113 µM cGMP | hit rate 0.079% among 340,000 | AID 504700 | activation, % at 11.4 µM;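 active means activation above a cutoff set at the mean over all compounds plus 3 SD, cut at about 18% in these data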;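 further: higher means more holoenzyme dissociation and a rise in polarization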
# V-ATPase pH – alters yeast V-ATPase proton transport. S. cerevisiae, pHLuorin cytosolic pH fluorescence. response, % at 10 µM. hit rate 0.37% among 350,000. AID 504577; in the data active means response mostly above about 7.3%, no sharp cut-off; inactive means mostly below about 5.4%; further: actives read high; inactives centre near 0; some compounds called inactive have numbers as strong as hits; reference of the scale not given here
# MOR-DOR ag – OPRM1-OPRD1 heterodimerization agonism | cells, luminescence | P35372+P41143 | AID 504326 | activation, % at 9.3 µM | hit rate 0.3% among 340,000; in the data active means activation above about 18%;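 further: 0% = vehicle-treated cells and 100% = reference agonist; values of inactives mirror those of a sister screen read the other way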
# OPRM1-OPRD1 inv – inverse agonist of human OPRM1-OPRD1 heterodimerization; P35372+P41143; cell-based MOR-DOR heterodimer luminescence, inverse agonism; inhibition, % at 9.3 µM; hit rate 0.21% among 340,000; in the data active means inhibition above about 22%, passing the limit was not always enough;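 further: 0% = cells with DMSO and 100% = wells without cells with DMSO; values of inactives mirror those of a sister screen read the other way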
# HTR5A inv ag – HTR5A inverse agonism, opioid heterodimer counter-screen; P47898; HTR5A cell line, luminescence; inhibition, % at 9.3 µM; hit rate 0.083% among 340,000; in the data active means inhibition mostly above about 23%, no sharp cut-off; inactive means mostly below about 18%;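 further: 0% = cells with DMSO and 100% = no-cell wells with DMSO; some compounds called inactive have numbers as strong as hits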
# The depositor's hits bear a star; x = not tested or not shown.
# Sample of the layout (4 entries):
SMILES,PKA-R1A act,DAGLB inhibitor,Pemphigus Ab inh,Arr AP2 block,HTR5A ag,PKA-R2B activ,V-ATPase pH,MOR-DOR ag,OPRM1-OPRD1 inv,HTR5A inv ag
CC1C(c2ccccc2)N(C)C(c2ccccc2)C(C)C1(O)C#Cc1ccccc1 (configuration not stated),-0.7,-15.0,119.2,1.4,5.5,-14.6,-8.7,2.4,-12.8,-15.0
CCC(C)Sc1ccc([C@H]2N[C@@](CC(C)C)(C(=O)OC)[C@H]3C(=O)N(CC)C(=O)[C@@H]23)cc1 (some centres not stated),0.7,0.7,100.5,-5.8,-2.0,-8.5,-0.8,1.6,-7.2,-7.2
O=C(NNC(=O)c1ccccc1F)c1cccc(Cl)c1,-5.5,0.8,95.2,-1.3,-5.5,-2.3,-5.5,-1.2,6.8,5.6
COC(=O)c1c(F)c(F)c(NCCO)c(F)c1F,-8.8,2.0,103.9,11.8,3.6,-8.3,1.6,-2.2,12.2,14.4

# The listing, from the first entry:
SMILES,PKA-R1A act,DAGLB inhibitor,Pemphigus Ab inh,Arr AP2 block,HTR5A ag,PKA-R2B activ,V-ATPase pH,MOR-DOR ag,OPRM1-OPRD1 inv,HTR5A inv ag
CC1C(c2ccccc2)N(C)C(c2ccccc2)C(C)C1(O)C#Cc1ccccc1 (configuration not stated),-0.7,-15.0,119.2,1.4,5.5,-14.6,-8.7,2.4,-12.8,-15.0
CCC(C)Sc1ccc([C@H]2N[C@@](CC(C)C)(C(=O)OC)[C@H]3C(=O)N(CC)C(=O)[C@@H]23)cc1 (some centres not stated),0.7,0.7,100.5,-5.8,-2.0,-8.5,-0.8,1.6,-7.2,-7.2
O=C(NNC(=O)c1ccccc1F)c1cccc(Cl)c1,-5.5,0.8,95.2,-1.3,-5.5,-2.3,-5.5,-1.2,6.8,5.6
COC(=O)c1c(F)c(F)c(NCCO)c(F)c1F,-8.8,2.0,103.9,11.8,3.6,-8.3,1.6,-2.2,12.2,14.4
CCCn1c(N)c(N(CCOC)C(=O)c2ccc(C#N)cc2)c(=O)[nH]c1=O,-5.2,0.4,x,1.9,-0.9,3.5,-3.8,-0.6,4.7,2.5
Cc1ccccc1NS(=O)(=O)c1cc(S(C)(=O)=O)ccc1C,0.5,5.0,104.4,-0.4,-3.2,18.7*,-1.9,-2.3,12.0,2.8
Cc1ccc(NC2CCCN(C(=O)CCC3(C)CC3)C2)cc1C (configuration not stated),1.9,-1.4,99.7,-5.5,7.1,-1.5,8.2,-0.4,2.1,2.2
CC(CC(=O)NNC(=O)c1ccncc1)c1ccccc1 (configuration not stated),3.2,-0.6,109.5,-2.2,2.3,-7.6,-1.3,-0.6,3.7,1.8
COc1ccc(OC)c(CN2CCCC(CO)C2)c1 (configuration not stated),-1.2,-0.9,102.9,0.9,-4.1,-4.1,0.0,-4.2,23.6,10.6
O=C(Nn1cnnc1)c1cc(Cl)ccc1Cl,-3.2,-4.2,102.1,18.0,-1.9,-6.1,2.1,-4.0,18.4,7.1
O=C(c1ccccc1)c1ccccn1,4.9,-0.8,104.2,-0.2,-1.4,1.8,-0.6,-0.8,5.2,-11.1
CC(Sc1ccccc1F)C(=O)Nc1ccc2c(c1)OCCO2 (configuration not stated),6.6,-5.3,103.0,3.3,-4.0,-0.8,7.4,0.1,-0.3,9.8
COc1ccc(S(=O)(=O)Nc2cccc3c2O[C@H](CN(C)S(=O)(=O)c2ccc(F)cc2)[C@H](C)CN([C@H](C)CO)C3=O)cc1,-8.7,-2.2,104.6,-13.1,-0.9,-5.8,4.6,-0.9,5.2,39.0*
CCn1nc(C(=O)OCC(=O)c2c[nH]c3ccccc23)c2ccccc2c1=O,0.7,-0.3,x,-9.7,0.5,6.9,-0.7,-0.8,4.5,-1.2
CC1=CC(C)(C)N(C(=O)CCl)c2ccccc21,4.6,-3.7,99.1,31.5,-5.5,3.7,1.5,-2.7,13.2,13.2
CC(C)c1ccc(NC(=O)c2n[nH]c(=O)c3ccccc23)cc1,-17.6,0.0,99.7,-7.8,-2.1,3.2,-0.3,-0.8,4.3,5.8
O=C(Nc1ccccc1C(=O)O)c1cc(S(=O)(=O)NCc2ccccc2)ccc1Cl,-3.3,8.9,114.3,-5.6,7.2,-1.2,7.9,-0.1,0.8,-19.2
COC(=O)c1ccc(OCC(=O)c2ccccc2OC)cc1,3.2,-5.8,114.0,2.1,-6.8,-3.0,1.6,0.8,-4.1,17.7
Cc1cc(C(F)(F)F)c(C#N)c(Sc2ccccc2)n1,-3.0,-6.6,108.9,21.5,-1.7,2.2,2.0,6.1,-32.7,6.3
O=C(/C=C/c1cccs1)c1ccc(NC(=O)c2ccccc2F)cc1,5.3,1.5,96.2,-0.2,2.5,-3.9,1.4,-2.0,10.5,-5.9
C/C(=N\NC(=O)COc1cccc(Cl)c1)c1ccc2c(c1)OCCO2,12.9,-0.1,x,16.5,0.0,-10.0,-1.2,5.4,-27.7,-8.6
Nc1nnc(SCCN2C(=O)c3ccccc3C2=O)s1,-3.2,-0.5,93.2,4.3,1.1,2.1,1.5,-0.2,1.0,-7.5
Cc1[nH]c2c(C)cccc2c(=O)c1CN1CCCCCC1,9.1,-0.9,95.8,37.1,-0.4,1.4,-1.0,-1.9,9.6,1.5
CC1CCCC(NC(=O)COC(=O)/C=C/c2ccco2)C1C (configuration not stated),4.3,1.5,x,31.8,3.6,-14.8,-1.0,-2.5,9.7,-9.0
COc1ccc(/C=C2\N=C(SC)SC2=O)cc1OC,-4.7,-0.1,87.3,-0.7,0.3,2.8,1.5,0.5,-2.5,-0.8

# Continued.
SMILES,PKA-R1A act,DAGLB inhibitor,Pemphigus Ab inh,Arr AP2 block,HTR5A ag,PKA-R2B activ,V-ATPase pH,MOR-DOR ag,OPRM1-OPRD1 inv,HTR5A inv ag
COc1ccc(C(=O)Nc2nc3nccc(-c4ccccc4)n3n2)cc1,-11.2,0.0,x,3.3,3.5,-16.1,-2.3,-0.4,1.8,-12.3
CCCCn1c2nc3ccccc3nc2c2c(=O)n(CC(C)C)cnc21,-4.5,1.0,100.7,2.7,-0.8,-2.2,1.6,-0.5,2.9,2.3
COc1ccc(/C=C2\SC(=S)N(CCC(=O)N3CCCCC3CCO)C2=O)cc1 (configuration not stated),-6.7,1.0,100.0,24.3,8.5,-4.9,-0.3,-2.7,14.7,6.5
O=c1cc(-c2ccccc2)[nH]c2cc(Cl)ccc12,-8.7,-4.4,100.9,27.1,1.1,-8.7,-1.5,-2.0,11.6,-2.2
Cc1cc(NC(=O)CSc2ccc(-c3nc4cc(C)c(C)cc4[nH]3)cn2)no1,6.7,0.4,104.8,5.5,3.6,8.6,-1.9,19.9*,-105.9,-11.6
COC(=O)CCCCCCCCC(O)CN(C)C (configuration not stated),-9.2,-1.5,90.7,3.7,-3.2,-1.6,0.9,-3.0,14.9,9.6
COc1ccc(Nc2nc(N3CCCCC3)nc(N3CCCCC3)n2)c(OC)c1,4.6,-0.5,99.1,5.4,9.8,2.0,4.6,-0.2,1.2,12.6
Cc1ccc2nc(/C(C#N)=C/c3ccccc3C(=O)O)[nH]c2c1,0.6,-1.1,111.3,-2.4,3.6,-3.2,0.3,-0.3,1.4,-2.6
O=C(COC(=O)c1ccccc1C(=O)c1ccccc1)c1ccco1,-15.1,0.2,104.8,2.5,-0.3,2.9,-3.8,-1.6,7.5,12.2
Cc1cc(=O)oc2cc(OCC(=O)OCC(=O)NC3CC3)ccc12,3.4,-2.2,99.8,16.8,0.1,5.7,0.6,-1.3,6.3,-0.4
Cc1cc(NC(=O)c2cc(S(=O)(=O)N3CCCCC3)ccc2C)no1,-7.7,-5.8,x,-5.0,2.5,-7.3,0.1,-3.5,13.0,-14.4
CC(C)(C)NC(=O)CSc1nnc(-c2c[nH]c3ccccc23)o1,-2.2,0.2,97.6,-4.0,1.8,-4.3,-5.4,0.0,-0.1,-6.5
COc1cccc(NC(=O)[C@H](C)NC(=O)C2CCN(S(=O)(=O)c3ccc(C)cc3)CC2)c1,-5.4,0.3,98.8,23.0,0.3,-8.2,1.1,-1.5,8.0,-0.8
CCN(CCO)Cc1csc2cc(C)ccc12,0.1,0.0,101.1,2.1,0.7,-1.8,-2.3,2.6,-17.4,-1.6
CC1(C)N=C(N)N=C(N)N1c1ccc(F)cc1F,0.0,-2.5,x,0.1,-2.6,-6.9,-0.8,-3.0,12.2,6.2
COc1ccc(C(=O)OCC(=O)Nc2cc(C)on2)cc1F,2.6,1.4,104.0,x,x,1.9,-4.0,x,x,x
CCOC(=O)N1CCN(S(=O)(=O)c2ccc(F)c(C(=O)Nc3cccc(C)c3C)c2)CC1,-2.6,0.3,94.1,29.3,2.9,-1.9,-6.1,-0.1,0.4,-23.1
CCOc1cc(C(=O)OCC(=O)Nc2ccc(SC(F)F)cc2)cc(OCC)c1OCC,3.2,-14.4,113.5,2.3,3.6,-2.2,3.3,3.9,-20.7,12.5
O=C(CCN1C(=O)c2ccccc2C1=O)Nc1ccccc1C(=O)N1CCOCC1,-13.4,-2.3,106.3,-7.0,-1.9,-5.5,4.2,-2.8,15.9,5.2
CN1CCOc2ccc(S(=O)(=O)NCCc3ccc(Cl)cc3)cc21,-8.7,-6.9,112.8,44.6,-1.3,-2.4,6.5,0.1,-0.3,5.0
O=C(COc1ccc(Cl)cc1Br)NCC(c1ccco1)N1CCCC1 (configuration not stated),-13.9,-1.9,x,-6.4,2.2,-4.4,-1.8,-1.5,5.7,-6.2
Cn1nnnc1Sc1ncnc2scc(-c3ccc(F)cc3)c12,-1.6,1.5,99.7,14.1,-3.2,-2.7,-2.4,-2.2,13.6,1.3
Cc1ccc(N2C(=O)CC(Sc3ccccc3C(=O)O)C2=O)cc1 (configuration not stated),-7.3,-2.9,95.2,19.7,0.2,2.9,0.1,-2.1,12.8,-9.3
COc1ccc(C)cc1-n1c(=O)c2ccccc2c2ccccc2c1=O,7.1,-8.6,x,17.0,2.5,1.8,7.1,0.3,-1.2,-6.3
Cc1ccc(NC(=O)c2cc([N+](=O)[O-])ccc2N2CCOCC2)cc1S(=O)(=O)N1CCOCC1,2.0,3.0,103.4,-10.5,1.3,1.6,-0.2,-2.0,13.5,13.1
CN1CCN(C(=S)C(=O)Nc2ccccc2)CC1,-2.6,-2.1,114.1,5.6,0.8,-6.5,-4.0,-2.2,10.8,-13.4
COCCCNc1nc2nonc2nc1N1CCC(C(C)N2CCOCC2)CC1 (configuration not stated),-4.8,-1.6,102.4,0.7,1.5,-2.1,0.4,-2.0,9.6,-12.0
O=C(COc1cccc(Cl)c1)Nc1cc(S(=O)(=O)N2CCOCC2)ccc1N1CCOCC1,-12.0,0.7,87.2,-3.7,4.0,8.1,0.1,-3.5,17.9,4.1
COc1ccc(C(C[N+](=O)[O-])c2c(C)[nH]n(-c3ccccc3)c2=O)cc1 (configuration not stated),-9.7,-1.1,x,-18.5,1.3,7.5,0.1,-4.3,19.6,-4.6
Cc1c(C(=O)N2CCCCC2)c(S(=O)(=O)Nc2ccc(F)cc2F)c(C)n1C,-9.0,0.1,97.7,-8.1,0.0,3.4,3.1,-2.3,11.8,0.1
